COUP-TFII inh: NR2F2 transcriptional activity inhibitors, primary screen, cell-based, luciferase reporter, HEK293T, luminescence. COUP transcription factor 2 (Homo sapiens), P24468. HEK293T NGFI-A luciferase reporter. inhibition, % at 8.6 µM. 0.7% of 370,000 active. AID 686940, 2013;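 active = inhibition above a per-plate cutoff, mean inhibition of test wells between control levels plus 3 SD, cut at about 38% in these data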;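 also: cells cotransfected with COUP-TFII expression vector driving the NGFI-A reporter; 0% = median of COUP-TF2 test wells and 100% = reporter-only cells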
TLR9-MyD88 block: inhibitors of TLR9-MyD88 association in cells, primary screen, cell-based, CHO, BLA complementation, fluorescence; CCF4 FRET ratio; inhibition, % at 4.98 µM; 0.21% of 340,000 active; AID 504734, 2011;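 active = inhibition above the mean over all tested compounds plus 3 SD, cut at about 21% in these data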;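 also: 0% = DMSO only wells and 100% = clavulanate BLA inhibitor control wells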
EBV LMP1 NFkB: EBV LMP1-driven NF-kappaB luciferase reporter inhibitors, primary screen, cell-based, luminescence, single point | LMP1-induced NF-kappaB luciferase reporter cells | inhibition, % at 12.5 µM | 0.69% of 350,000 active; in the data active = inhibition above about 41%;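 also: 0% = neutral control wells and 100% = reference inhibitor control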
SRC2 inh: inhibition of GAL4-SRC2 driven luciferase reporter, primary screen, SRC2 inhibitor project, cell-based, luminescence; Nuclear receptor coactivator 2 (Homo sapiens), Q15596; HEK293 GAL4-SRC2 luciferase reporter; inhibition, % at 9 µM; 0.17% of 370,000 active; AID 651957, 2012;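 active = inhibition above the mean inhibition of all tested compounds plus 3 SD, set per campaign, cut at about 52% in these data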;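 also: 0% = DMSO treated cells and 100% = cells given Gossypol at 36 µM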
NCOA3 inh: SRC3 coactivator transcriptional activity inhibitors, primary screen, cell-based, luminescence | HEK293 GAL4-SRC3 luciferase reporter | inhibition, % at 3.6 µM | 0.17% of 360,000 active;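 active = inhibition above a per-campaign cutoff, the mean of all compounds plus 3 SD, cut at about 60% in these data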;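 also: 0% = DMSO-treated cells and 100% = gossypol-treated cells at 36 µM; higher means less SRC3-driven luciferase light from the GAL4 reporter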
Target sequence (Q9Y6Q9 whole entry, looked up, the tested form may be a part): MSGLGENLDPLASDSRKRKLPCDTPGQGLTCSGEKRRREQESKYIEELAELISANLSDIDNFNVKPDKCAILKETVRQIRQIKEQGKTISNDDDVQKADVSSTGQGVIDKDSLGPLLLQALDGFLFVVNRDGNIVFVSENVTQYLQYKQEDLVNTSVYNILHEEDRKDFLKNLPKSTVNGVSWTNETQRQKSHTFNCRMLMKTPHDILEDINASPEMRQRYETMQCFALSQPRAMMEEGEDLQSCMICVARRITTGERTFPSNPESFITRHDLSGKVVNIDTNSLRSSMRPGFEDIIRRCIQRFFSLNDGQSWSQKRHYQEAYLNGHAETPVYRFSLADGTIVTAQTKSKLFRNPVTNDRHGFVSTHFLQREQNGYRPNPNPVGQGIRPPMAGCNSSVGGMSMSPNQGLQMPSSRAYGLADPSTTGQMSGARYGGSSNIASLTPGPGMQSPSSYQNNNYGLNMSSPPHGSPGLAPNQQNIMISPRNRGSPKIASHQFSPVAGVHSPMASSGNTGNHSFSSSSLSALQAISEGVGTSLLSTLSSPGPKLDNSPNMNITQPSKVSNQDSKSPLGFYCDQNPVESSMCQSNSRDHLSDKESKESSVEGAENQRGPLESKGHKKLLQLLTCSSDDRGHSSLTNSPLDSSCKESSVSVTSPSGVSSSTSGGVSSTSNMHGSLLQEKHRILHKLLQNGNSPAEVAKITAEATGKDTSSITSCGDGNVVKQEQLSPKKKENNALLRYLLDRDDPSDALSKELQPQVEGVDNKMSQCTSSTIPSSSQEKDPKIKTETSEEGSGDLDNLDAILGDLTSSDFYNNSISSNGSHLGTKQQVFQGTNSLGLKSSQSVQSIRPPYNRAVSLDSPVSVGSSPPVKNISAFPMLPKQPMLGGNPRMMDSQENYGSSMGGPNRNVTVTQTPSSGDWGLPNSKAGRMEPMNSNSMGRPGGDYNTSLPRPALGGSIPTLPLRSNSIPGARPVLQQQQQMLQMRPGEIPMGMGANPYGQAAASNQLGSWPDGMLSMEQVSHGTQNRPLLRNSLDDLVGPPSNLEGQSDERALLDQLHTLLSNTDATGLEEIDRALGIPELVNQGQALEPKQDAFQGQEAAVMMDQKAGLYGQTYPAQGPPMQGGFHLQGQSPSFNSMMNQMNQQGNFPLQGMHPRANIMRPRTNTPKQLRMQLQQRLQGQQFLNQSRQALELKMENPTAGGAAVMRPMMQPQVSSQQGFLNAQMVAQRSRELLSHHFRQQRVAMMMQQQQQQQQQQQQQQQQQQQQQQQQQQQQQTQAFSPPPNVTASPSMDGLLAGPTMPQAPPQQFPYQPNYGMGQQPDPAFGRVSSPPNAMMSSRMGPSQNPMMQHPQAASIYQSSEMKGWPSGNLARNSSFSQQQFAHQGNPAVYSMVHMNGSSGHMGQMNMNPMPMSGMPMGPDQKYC
TWEAK-Fn14 inh: inhibitors of TWEAK-Fn14 signaling, primary screen, luciferase reporter cells, uHTS. TWEAK-stimulated Fn14 reporter cells, luciferase luminescence, 8 h. inhibition, % at 10 µM. 2% of 360,000 active. AID 1159606, 2016; in the data active = inhibition above about 50%
NOD2 RIPK2 PPI: NOD2-RIPK2 binding disruptors in cells, primary screen, fluorescence, CHO cells, BLA complementation | Receptor-interacting serine/threonine-protein kinase 2 (Homo sapiens), O43353 | inhibition, % at 4.98 µM | CCF4 ratio | 0.38% of 360,000 active; in the data active = inhibition above about 21%;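 also: 0% = vehicle only and 100% = reference blocker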
TRAIL sens C8: viability loss with TRAIL in NB7+C8 cells, primary screen, TRAIL sensitizer project, cell-based, ATPlite luminescence. inhibition (viability loss, TRAIL sensitization), % at 10 µM. 1% of 360,000 active;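 active = compounds causing at least 50% loss of cell viability in the single-dose screen, relative to plate controls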
NR5A2 inv ag: LRH-1 (NR5A2) inverse agonists, primary screen, cell-based, luminescence, HEK293T, StAR-luciferase reporter; LRH-1 transfected, 24 h; AID 602396, 2012; Nuclear receptor subfamily 5 group A member 2 (Homo sapiens), O00482; 0.13% of 360,000 active; inhibition, % at 3.6 µM;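 active = inhibition above the mean inhibition of all tested compounds plus 3 SD, cut at about 73% in these data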;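 also: 0% = DMSO wells and 100% = reporter-only cells lacking LRH-1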
NCOA1 inh: SRC1 coactivator transcriptional activity inhibitors, primary screen, cell-based, luminescence | Nuclear receptor coactivator 1 (Homo sapiens), Q15788 | HEK293 GAL4-SRC1 luciferase reporter | inhibition, % at 3.6 µM | 0.12% of 360,000 active;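 active = inhibition above the campaign mean plus 3 SD, with each screening campaign given its own cutoff, cut at about 60% in these data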;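 also: 0% = DMSO treated cells and 100% = gossypol at 36 µM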
TROY NFkB inh: inhibitors of TROY-driven NF-kB signaling, primary screen, Q293 LMP1-TROYcd cells, NF-kB luciferase, uHTS; Q293 LMP1-TROYcd NF-kB luciferase reporter, 4 h; inhibition, % at 10 µM; 0.98% of 360,000 active; AID 1347056, 2019;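 active = compounds whose plate-normalised and pattern-corrected inhibition of the luciferase reporter signal at the single screening dose is 50% or more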
Active calls of the source: *; / = no result given. Some of the compounds tested; the hit share may differ from the screen's.

Below each compound – COUP-TFII inh, TLR9-MyD88 block, EBV LMP1 NFkB, SRC2 inh, NCOA3 inh, TWEAK-Fn14 inh, NOD2 RIPK2 PPI, TRAIL sens C8, NR5A2 inv ag, NCOA1 inh, TROY NFkB inh
CC(=O)Nc1ccc(S(=O)(=O)N2CCCN(c3nc(C)cc(C)c3C#N)CC2)cc1
  14, 0, 17, -58, 5, -3, -5, -22, -3, -9, 20
CCC(Sc1ncccc1C(=O)OC(C)C)C(=O)NCc1ccco1 (stereo not drawn)
  13, -6, -4, -10, -10, 10, -1, 3, 13, -70, -7
COc1ccc(NC(=O)CCNC(=O)c2ccco2)cc1S(=O)(=O)N(C)C
  -6, -1, -1, -5, 5, -4, -4, -1, -12, -1, 5
COCCNC(=O)C(c1ccccc1C)N(C(=O)Cn1nnc2ccccc21)c1cccnc1 (stereo not drawn)
  -13, 5, 1, -14, 3, -9, 5, 18, 6, -1, 3
O=C(Nc1cccc(Cl)c1)NC1CCN(C2CCCCC2)C1 (stereo not drawn)
  -7, -4, -2, 20, -15, -13, 6, -7, -5, 5, -12
Oc1ccc(-c2nnc(Nc3ccccc3)c3ccccc23)cc1
  -4, -3, -10, -5, -1, 10, -18, -19, 0, -9, 1
CC(=O)Nc1ccc(S(=O)(=O)c2ccc(N)cc2)cc1
  2, -14, 2, -16, -4, 5, -2, -3, 8, -4, 2
Cc1cccc2c1-c1sc(C(=O)NCCCN3CCCC(C)C3)cc1CO2 (stereo not drawn)
  -14, 5, -4, -13, 0, -38, 3, 22, 7, -6, -81
Cc1cc(-n2c(=O)c(C#N)cc3c(=O)n4ccccc4nc32)no1
  5, -84, 7, -16, 0, 1, -56, -14, 7, 7, -5
Cc1cc(C)c(C)c(S(=O)(=O)N2CCN(C(=O)c3ccco3)CC2)c1C
  -12, /, /, -8, 1, -1, -9, -8, -5, 0, 3
O=C(Nc1ccccn1)c1ccc(Br)s1
  -17, -6, -21, -47, -144, -9, -5, 15, -167, -107, -40
COc1ccc2oc(=O)cc(CN3CCN(Cc4ccccc4)CC3)c2c1
  16, -2, -1, 11, 2, 8, -1, -19, 6, -20, 4
O=C(O)Cn1nc(-c2ccc(Cl)cc2)ccc1=O
  11, -3, -6, 7, -18, 14, -12, -14, -12, -4, 23
CC(SCc1nc2sc3c(c2c(=O)[nH]1)CCCC3)C(=O)Nc1ccccn1 (stereo not drawn)
  12, 0, 0, -30, -18, 12, -7, -4, -7, -12, 28
CCSc1ccccc1C(=O)NCc1ccc(S(N)(=O)=O)cc1
  10, -5, 4, 4, -7, 6, -4, 3, -10, 0, 13
COc1ccc(C2C(C#N)=C(/N=C/N3CCN(C)CC3)OC3=C2C(=O)CC(C)(C)C3)cc1 (stereo not drawn)
  12, -7, 1, -6, 3, 0, 9, 2, 1, -3, 2
COc1ccc(-c2cnc3c(NC(C)=O)cc(-c4cccc(C(=O)NCCN(C)C)c4)cn23)cc1OC
  -34, /, /, -39, -12, -108, 1, -18, 22, 8, -1
O=C(CCCC(=O)NCc1ccc(F)cc1)NCc1ccc(F)cc1
  -2, 2, -14, 9, 18, -9, -13, -3, 4, -10, -9
O=C1CC(c2cccc(Cl)c2)CC(O)=C1C=NCCCO (stereo not drawn)
  10, -1, -13, 8, 15, -1, -6, -4, 2, -10, 7
CC(C)(C)c1ccc(C(=O)NN2C(=O)CSC2=S)cc1
  -6, 6, -15, -28, -9, 26, -6, 6, -33, -6, -12

Next section; the last four above are carried over.
Below each compound – COUP-TFII inh, TLR9-MyD88 block, EBV LMP1 NFkB, SRC2 inh, NCOA3 inh, TWEAK-Fn14 inh, NOD2 RIPK2 PPI, TRAIL sens C8, NR5A2 inv ag, NCOA1 inh, TROY NFkB inh
COc1ccc(-c2cnc3c(NC(C)=O)cc(-c4cccc(C(=O)NCCN(C)C)c4)cn23)cc1OC
  -34, /, /, -39, -12, -108, 1, -18, 22, 8, -1
O=C(CCCC(=O)NCc1ccc(F)cc1)NCc1ccc(F)cc1
  -2, 2, -14, 9, 18, -9, -13, -3, 4, -10, -9
O=C1CC(c2cccc(Cl)c2)CC(O)=C1C=NCCCO (stereo not drawn)
  10, -1, -13, 8, 15, -1, -6, -4, 2, -10, 7
CC(C)(C)c1ccc(C(=O)NN2C(=O)CSC2=S)cc1
  -6, 6, -15, -28, -9, 26, -6, 6, -33, -6, -12
CN(C)c1ccc(/C=N/NC(=O)c2ccc(Cn3cc(Br)cn3)o2)cc1
  -24, 6, -7, -10, -6, -58, 10, 13, -33, -26, -71
COc1ccc(C(=O)Nc2cccc3ccccc23)cc1
  -21, 8, -9, -19, -34, -1, 1, 15, -50, -112, -14
Cc1cc(C(=O)NNS(=O)(=O)c2ccc(F)cc2)nn1C(C)(C)C
  2, -2, 6, 7, 8, -1, -5, 10, -2, -4, -12
Cc1ccc(S(=O)(=O)Nn2c(C)ccc2C)cc1
  -10, 4, 1, -10, -9, 0, -4, -7, 14, -2, 2
N/C(=N\OC(=O)c1cccc(Cn2cc(C(F)(F)F)ccc2=O)c1)c1ccc(Cl)cc1
  4, /, 4, -10, 14, 6, -6, 44, -13, -21, -28
CCCCn1c(N)c(N(CCOC)C(=O)CCCc2cccs2)c(=O)[nH]c1=O
  2, -2, 4, 11, 12, 12, -4, -5, -8, -6, 10
CCOC(=O)C1CCN(S(=O)(=O)c2ccc(OC)c(Cl)c2Cl)CC1
  -12, 1, -3, 17, 11, -17, 5, 17, 14, 9, -19
Cc1cccc(Oc2ccc(NC(=O)c3ccccc3C(=O)O)cc2)c1
  25, 2, -9, 1, -5, 8, -3, 1, 14, -18, -29
Cc1nnc(NC(=O)CSc2nnc3ncccn23)s1
  -6, 1, -2, 1, 2, 27, -1, -17, -3, -9, -2
O=C(N/N=C/c1cc(Br)c(O)c(Br)c1)C1CC1
  -10, -7, -6, -1, -14, 7, -1, 4, 2, 6, 2
CCCN(CCC)C(=O)Cn1ccc(=N)c2ccccc21
  3, 0, 39, 3, -6, -19, 5, -10, -13, 1, -8
CCOC(=O)C1CCN(C(=O)COC(=O)/C=C/c2ccccc2)CC1
  -10, 0, 3, -14, 7, -14, 10, -9, 7, 15, -4
C=CCn1cc(Cl)cc(C(=O)Nc2ccccc2)c1=O
  1, 7, 9, -20, -8, -2, -2, 6, 6, -17, -29
CCOc1ccc(NC(=O)COC(=O)CC2CC3CCC2C3)cc1 (stereo not drawn)
  -1, -8, -8, -7, 11, 9, -2, 9, 3, -29, -10
CCN(CC)CCN1C(=O)C(=O)/C(=C(/O)c2ccc(Cl)cc2)C1c1ccncc1 (stereo not drawn)
  16, 0, 2, -7, 4, 13, 5, 1, -24, 4, -1
Cc1ccc(S(=O)(=O)NC(=O)C2(C)CCN2C(=O)CC2CCCC2)nc1 (stereo not drawn)
  8, /, /, 1, 3, -4, -2, -14, 13, 13, -11
Cc1n(CC(=O)c2ccc(F)cc2)c2ccccc2[n+]1C
  -9, 2, 2, 22, 13, -21, -3, 1, 16, -15, 6
Cc1ccc(C(=O)COC(=O)COc2ccccc2O)cc1C
  18, 4, 1, -31, -9, 0, 0, -3, -6, -8, 11
COc1ccc(C(=O)OCCCN(C)C)cc1OC
  11, 9, 3, 13, 1, -2, 7, 3, 12, 4, -2
CCOC(=O)[C@]12CCCC=C1N(Cc1ccc3c(c1)OCO3)C(=O)[C@H](CC(=O)N1CCN(C(=O)c3ccco3)CC1)C2
  1, /, /, -17, /, 10, -13, -9, -2, /, -16

Given as labelled records: two of the compounds above.
> Cc1ccc(S(=O)(=O)Nn2c(C)ccc2C)cc1
  COUP-TFII inh = -10
  TLR9-MyD88 block = 4
  EBV LMP1 NFkB = 1
  SRC2 inh = -10
  NCOA3 inh = -9
  TWEAK-Fn14 inh = 0
  NOD2 RIPK2 PPI = -4
  TRAIL sens C8 = -7
  NR5A2 inv ag = 14
  NCOA1 inh = -2
  TROY NFkB inh = 2
> N/C(=N\OC(=O)c1cccc(Cn2cc(C(F)(F)F)ccc2=O)c1)c1ccc(Cl)cc1
  COUP-TFII inh = 4
  TLR9-MyD88 block = /
  EBV LMP1 NFkB = 4
  SRC2 inh = -10
  NCOA3 inh = 14
  TWEAK-Fn14 inh = 6
  NOD2 RIPK2 PPI = -6
  TRAIL sens C8 = 44
  NR5A2 inv ag = -13
  NCOA1 inh = -21
  TROY NFkB inh = -28

More compounds follow.
structure | COUP-TFII inh | TLR9-MyD88 block | EBV LMP1 NFkB | SRC2 inh | NCOA3 inh | TWEAK-Fn14 inh | NOD2 RIPK2 PPI | TRAIL sens C8 | NR5A2 inv ag | NCOA1 inh | TROY NFkB inh
Cc1nnc(NC(=O)Oc2ccccc2)s1 | -4 | -7 | 4 | 4 | -8 | 22 | -23 | -4 | -2 | 0 | -11
C/C(=N\NC(=O)c1ccccc1[N+](=O)[O-])c1ccc(Br)s1 | -1 | 3 | 0 | 7 | -4 | -1 | -6 | -5 | -7 | -3 | -2
CCCCCCN1C[C@@H](n2cc(-c3ccc(F)cc3)nn2)[C@H](O)C[C@@H]1c1ccc(OC)cc1 | 13 | 1 | -3 | 23 | 1 | 14 | -6 | 6 | 7 | 11 | 4
Oc1ccccc1N=Cc1ccc[nH]1 | -1 | 1 | -1 | -18 | 4 | -18 | -7 | -5 | 16 | -12 | -19
CC1(C(=O)NS(=O)(=O)c2ccc(Cl)cc2)CCN1C(=O)CCC1CCCC1 (stereo not drawn) | -1 | / | / | 13 | -6 | -14 | -6 | -11 | 19 | 1 | -2
O=C(NCc1ccccn1)c1cc(-c2ccccc2)on1 | -22 | -2 | -20 | -32 | -3 | -10 | -6 | 7 | -49 | -12 | -31
COc1ccccc1NC(=O)CNc1ccc(F)c(Cl)c1 | 3 | 0 | -9 | 6 | 2 | 11 | 5 | -3 | 2 | -2 | -4
COCC(=O)NC1CCN(C(=O)NCc2ccccc2)CC1 | 2 | -2 | -8 | -21 | 4 | -4 | -8 | -15 | -1 | 3 | -24
COCCNC(=O)/C(C#N)=C/c1c(N2CCN(C)CC2)nc2ccccn2c1=O | -6 | -17 | 0 | 5 | -5 | 19 | -3 | -12 | 10 | 7 | -1
COc1ccc(OC)c(/C(C)=N/Nc2ccc(C(=O)O)cc2)c1 | -6 | -8 | -3 | -25 | -25 | 15 | -10 | -10 | -2 | 3 | 34

Bioassay records deposited in PubChem BioAssay by several laboratories.
